NPC1 prom act – activates the NPC1 promoter; Huh7 NPC1 promoter luciferase reporter, 24 h; Potency, µM (series often up to 9.22 µM), inactives show top-dose activation, usual class: activators; 320,000 tested, 2.4% active; AID 485313;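 also: potency is read from the fitted curve at half-maximal effect; % of control where 0% means no effect; nearly all actives have a fitted effect of over 60% in size; reporter is driven by a mutant NPC1 promoter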
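Luminescence read-out of NPC1 promoter-driven luciferase in stably transfected Huh7 cells; compounds delivered in DMSO and left 24 h at 37C, 5% CO2, qHTS titration format.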
Menin-MLL TR inh – inhibitors of human menin-MLL interaction, mutant MLL peptide; Menin + Texas Red MLL mutant peptide, fluorescence polarization; Potency, µM (titrated, usually from 61.6 µM), for the others: at the highest dose FP activity change, negative = inhibition, usual class: inhibitors; O00255; 270,000 tested, 0.23% active; active = well fitted inhibition curve with a large enough effect in the polarisation, with a control signal flat, not every such curve was filed as active; inconclusive = small, poorly fitted or top-dose-only effect, or effect the other way, or a change in a side signal; inactive = no such curve, though single readings can be large or run the other way; the % refers to the polarisation; also: potency is read from the fitted curve at half-maximal effect; % of control where 0% means no effect; many of its hits are not listed in these tables
Target sequence (O00255 whole entry, looked up): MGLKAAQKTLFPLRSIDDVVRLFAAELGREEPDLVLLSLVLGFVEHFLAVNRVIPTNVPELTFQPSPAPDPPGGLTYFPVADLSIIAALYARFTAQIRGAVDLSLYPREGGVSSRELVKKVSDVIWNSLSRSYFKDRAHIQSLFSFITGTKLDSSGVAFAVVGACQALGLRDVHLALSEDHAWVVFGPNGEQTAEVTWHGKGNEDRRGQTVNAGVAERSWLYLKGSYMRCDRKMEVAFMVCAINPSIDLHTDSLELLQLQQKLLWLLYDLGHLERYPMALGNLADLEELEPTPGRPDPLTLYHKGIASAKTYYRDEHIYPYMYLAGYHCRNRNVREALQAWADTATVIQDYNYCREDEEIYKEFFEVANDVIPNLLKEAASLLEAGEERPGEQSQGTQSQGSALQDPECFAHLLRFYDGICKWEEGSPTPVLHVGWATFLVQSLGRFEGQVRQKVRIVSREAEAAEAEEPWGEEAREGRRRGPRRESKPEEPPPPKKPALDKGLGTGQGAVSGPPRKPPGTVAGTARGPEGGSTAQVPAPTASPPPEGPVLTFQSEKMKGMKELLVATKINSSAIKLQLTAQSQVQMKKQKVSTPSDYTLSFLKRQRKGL
RORg inh – blocks mouse ROR gamma transcriptional activity | P51450 | 310,000 tested, 5.4% active | Drosophila S2 Gal4-RORgamma UAS-luciferase reporter, 20 h | Potency, µM (highest dose often 53.6 µM), inactives show at the highest dose activity change, negative = inhibition, hits mostly inhibitors; also: potency is read from the fitted curve at half-maximal effect; % is scaled to controls: 0 for no effect and ±100 for the full control effect; nearly all actives have a fitted effect of over 60% in size
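Drosophila S2 cells stably expressing Gal4-DBD/mouse RORγ fusion under metallothionein promoter plus UAS-luciferase; compound 1 h, then 700 uM CuSO4 induction for 20 h at ambient temperature; inhibition read as reduced luminescence.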
ELG1 repair inh – inhibitors of ELG1-dependent DNA repair in HEK293T cells; 330,000 tested, 2.3% active; Potency, µM (series often up to 46.1 µM), for the others: top-dose activity change, negative = inhibition, hits mostly inhibitors; HEK293T ELG1-luciferase reporter, luminescence, 16 h; DNA damage induced by 5-fluorouridine; also: potency is read from the fitted curve at half-maximal effect; % is scaled to controls: 0 for no effect and ±100 for the full control effect; nearly all actives have a fitted effect of over 55% in size
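DMSO vehicle served as the neutral condition. Each well held 2,000 cells given 5-fluorouridine plus compound; after 16 hr at 37 °C/5% CO2, ONE-Glo was added and luciferase measured 30 min later.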
FLuc modulator – inhibits or activates purified firefly luciferase, miR-21 counter-screen; Potency, µM (doses to about 57.5 µM), without a hit: at the top dose activity change, negative = inhibition, hits mostly inhibitors; 360,000 tested, 6.9% active; P08659; purified FLuc, Km substrates, luminescence inhibition;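 also: potency is read from the fitted curve at half-maximal effect; plate controls were vehicle for no effect and reference inhibitor for full effect; nearly all actives have a fitted effect of over 55% in size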
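Purified P. pyralis luciferase (10nM final) with 10uM D-luciferin and 10uM ATP (Km levels) in 50mM Tris acetate pH 7.5, 10mM Mg acetate, 0.01% Tween-20, 0.05% BSA; qHTS 6-point titration, ~60 µM downward; luminescence read.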
Gal4-VP16 FLuc – inhibits Gal4-VP16 luciferase reporter, ROR gamma counter-screen | 310,000 tested, 3.5% active | Potency, µM (titrated, usually from 53.6 µM), for the others: at the highest dose activity, negative = inhibition, most hits filed as inhibitors | AID 2546 | Drosophila S2 Gal4-VP16 UAS-luciferase, luminescence, 20 h;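 also: Gal4-VP16 expression switched on by copper sulfate through the metallothionein promoter; potency is read from the fitted curve at half-maximal effect; % is scaled to controls: 0 for no effect and ±100 for the full control effect; nearly all actives have a fitted effect of over 50% in size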
KCNH2 3.1 inh – inhibitors of human KCNH2 3.1 potassium channel isoform | activity change, % (tested at about 1.8 µM) | 340,000 tested, 0.95% active | U2OS KCNH2 3.1, thallium flux FluxOr; hits give low values;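 active = maximum activity change below -70%; inconclusive = maximum activity change from -70% to -50%; inactive = maximum activity change above -50%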;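 also: thallium influx rate constant from kinetic fluorescence after stimulation buffer; % is scaled to controls: 0 for no effect and ±100 for the full control effect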
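Normalized rate constant (relative to positive and negative DMSO controls) derived from a 2 min kinetic fluorescence read after stimulation; U2OS cells expressing the 3.1 isoform via virus at 1.77 x 10^8 /mL.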
Rab9 prom act – activators of Rab9 promoter. Huh7 Rab9 promoter-luciferase reporter, luminescence, 24 h. Potency, µM (titrated, usually from 9.22 µM), for the others: top-dose activation, negative = inhibition, most hits filed as activators. 320,000 tested, 2.8% active. AID 485297; also: potency is read from the fitted curve at half-maximal effect; % of control where 0% means no effect; nearly all actives have a fitted effect of over 60% in size
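Luminescence read-out: Huh7 cells stably expressing Rab9-luciferase, treated 24 h with compound at 37 °C, then lysed with luciferase reagent for 10 min at ambient before reading.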
MBNL1 CUG block – MBNL1-poly(CUG) RNA binding inhibition. Q9NR56. TR-FRET MBNL1-His/biotin-(CUG)12 binding, 665/545 ratio. Potency, µM (doses to about 57.5 µM), for inactives: at the highest dose activity change, negative = inhibition, actives largely listed as inhibitors. 280,000 tested, 0.036% active; active = well fitted inhibition curve with a large enough effect in the signal ratio, with a control signal flat, not every such curve was filed as active; inconclusive = small, poorly fitted or top-dose-only effect, or effect the other way, or a change in a side signal; inactive = no such curve, though single readings can be large or run the other way; the % refers to the signal ratio; also: potency is read from the fitted curve at half-maximal effect; % is scaled to controls: 0 for no effect and ±100 for the full control effect
Target sequence (Q9NR56 whole entry, looked up): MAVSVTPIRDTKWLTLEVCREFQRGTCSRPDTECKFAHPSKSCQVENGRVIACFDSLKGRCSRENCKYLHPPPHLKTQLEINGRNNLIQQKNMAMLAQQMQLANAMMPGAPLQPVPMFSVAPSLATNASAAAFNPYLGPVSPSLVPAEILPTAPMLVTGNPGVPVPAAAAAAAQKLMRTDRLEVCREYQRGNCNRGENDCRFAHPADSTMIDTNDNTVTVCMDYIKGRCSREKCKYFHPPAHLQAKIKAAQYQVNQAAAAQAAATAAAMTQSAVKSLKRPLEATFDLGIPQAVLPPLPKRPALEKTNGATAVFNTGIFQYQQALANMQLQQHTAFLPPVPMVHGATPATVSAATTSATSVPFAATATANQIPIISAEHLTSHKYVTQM
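Inhibition of protein-RNA binding appears as loss of TR-FRET between terbium anti-His antibody on MBNL1-His and streptavidin-XL665 on biotin-(CUG)12. Activity is normalized to buffer-only and uninhibited-complex controls.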
Mito fusion act – blocks mitochondrial division or promotes mitochondrial fusion; S. cerevisiae fusion-defective mutant growth rescue, CellTiterGlo 48 h; Potency, µM (top dose mostly 46.1 µM), for inactives: at the highest dose growth rescue (activation), actives largely listed as activators; 320,000 tested, 0.23% active;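 also: potency is read from the fitted curve at half-maximal effect; % of control where 0% means no effect; nearly all actives have a fitted effect of over 45% in size; temperature-sensitive fusion mutants such as fzo1-1 at 37 °C on non-fermentable ethanol glycerol medium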
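Yeast fusion mutant, YPEG (non-fermentable carbon), compound, 48 h at 37C non-permissive; CellTiterGlo added, 10 min RT, luminescence read. Rescued growth = division inhibition.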
PKM2 act – activators of human pyruvate kinase M2; P14618; purified PKM2, Kinase-Glo ATP luminescence, activation; response scale: 0% is enzyme alone, no compound; Potency, µM (titrated, usually from 57.5 µM), without a hit: at the highest dose activation, usual class: activators; 260,000 tested, 0.34% active; also: potency is read from the fitted curve at half-maximal effect; % is scaled to controls: 0 for no effect and ±100 for the full control effect; nearly all actives have a fitted effect of over 55% in size
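hPK-M2, >95% pure; 0.1 mM ADP / 0.5 mM PEP final; imidazole pH7.2 buffer w/ 7 mM MgCl2, 50 mM KCl; 1 h RT; Kinase-Glo lum. Intermediate enzyme activity for dual inhibitor/activator qHTS.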
An asterisk follows results filed as active; u = inconclusive; x = not tested or not shown; [ ] = dose if it differs, or a comment. Unless noted, calls follow the shape of the dose curve; as a rule, active = well fitted curve in the direction sought with a large enough effect; inconclusive = small, poorly fitted or top-dose-only effect, or another doubt; inactive = no such curve, though single readings can be large; an effect the other way counts as inactive or inconclusive. This is a subset; rates above refer to the full screens.

SMILES	NPC1 prom act	Menin-MLL TR inh	RORg inh	ELG1 repair inh	FLuc modulator	Gal4-VP16 FLuc	KCNH2 3.1 inh	Rab9 prom act	MBNL1 CUG block	Mito fusion act	PKM2 act
CC1CCN(Cc2nnnn2-c2ccc(Cl)cc2)CC1	-3.2%	-8.1%	-24.5%[10 µM]	6.0%	0.2%	-4.6%	4.6	-0.2%	x	-19.6%	1.5%
O=C(c1ccc(Br)o1)N1CCN(c2ccc(F)cc2)CC1	1.1%	-15.7%	-21.4%	-12.0%	0.9%	3.7%	-9.0	-3.3%	-10.6%	9.1%	-4.2%
COc1ccc(NC(=O)Nc2ccccc2F)c([N+](=O)[O-])c1	22.2%	u	33.4%	u	-5.2%	-1.4%	14.0	u	13.8%	2.1%	0.1%
O=C(N/N=C1\CCCCc2ccccc21)c1ccccn1	26.4%	-22.7%	-15.6%	u	u	21.6%	-3.6	u	-0.8%	-2.2%	-2.3%
O=C(Nc1ccc(N2CCN(C(=O)c3ccco3)CC2)cc1)c1ccccc1	-1.9%	1.4%	27.1%	u	-12.8%	-7.8%	-13.0	-3.1%	-10.2%	-1.3%	-7.2%
CC(=O)Nc1cccc(NC(=O)C2C3C=CC(C3)C2C(=O)O)c1 (stereo not given)	1.4%	4.2%	9.3%	1.5%	1.9%	-0.7%	-6.2	0.4%	11.5%	11.6%	x
CCc1nnc(NC(=O)c2cccc(S(=O)(=O)N3CCCC3)c2)s1	-0.5%	14.4%	-32.8%	2.5%	-17.3%	-6.5%	-3.2	1.5%	1.3%	5.2%	-3.1%
Cc1ccc(-n2c(C)cc(C=C3C(=O)CC(C)(C)CC3=O)c2C)cc1	0.5%	-5.3%	-1.1%	-0.4%	u	-7.0%	2.3	-3.1%	x	-0.2%	5.9%
COc1ccc(N=CC2=C(O)CC(c3ccccc3)CC2=O)c(OC)c1 (stereo not given)	-22.5%	-13.9%	60.9%	u	-19.7%	-11.3%	11.8	-15.7%	x	12.0%	3.2%
COc1ccc(-c2nc3ccccc3c(=O)n2CCc2ccc(O)cc2)cc1	-4.2%	4.4%	15.1%	u	21.3µM*	4.1%	-1.0	-5.8%	-4.7%	4.3%	x
CCOC(=O)N/N=C(\C)c1ccc(OC(F)F)cc1OC(F)F	-0.3%	-6.6%	u	22.8%	0.7%	18.7%	-3.9	-0.9%	-5.8%	-0.4%	-1.5%
N#Cc1nc(/C=C/c2ccccc2)oc1NCCCN1CCOCC1	23.0%	x	25.1%	u	u	-7.6%	-5.1	u	u	-0.9%	-4.6%
CCC(=O)c1ccc(OCC(=O)OCC(=O)N2c3ccccc3CC2C)cc1 (stereo not given)	2.0%	x	x	u	-1.1%	x	6.8	3.6%	x	-4.7%	x
CC(C)CC(=O)Nc1nc(=S)ss1	-0.6%	-1.6%	27.5%	-21.1%	-20.0%	0.8%	2.3	2.3%	0.3%	0.8%	-14.2%
Cc1ccc(NS(=O)(=O)c2cc(C(=O)NCCSc3ccc(C)cc3)ccc2C)cc1	0.9%	-7.3%	u	u	-3.3%	-7.8%	-19.7	-1.9%	-0.6%	15.1%	15.2%
O=C(Nc1nc(=O)c2ccccc2s1)c1ccccc1	-0.1%	-12.0%	7.08µM*	u	4.26µM*	6.31µM*	4.4	20.5%	u	2.6%	9.6%
CCN(CC)CCCN(C(=O)c1ccccc1C)c1nc(-c2ccc(OC)cc2)cs1	-4.4%	-22.0%	-9.1%	u	-0.5%	0.8%	-1.4	0.6%	-12.7%	-11.0%	0.8%
CCN(CCO)c1ccc(N=Nc2cc(C)[nH]n2)cc1	u	x	u	u	0.269µM*	u	5.6	u	u	-0.6%	-1.7%
Cc1ccc(SCC(=O)Nc2ccc(N3CCN(c4ccccc4)CC3)c(F)c2)cc1	3.3%	u	-4.3%	u	4.0%	-8.4%	-2.0	-1.8%	0.5%	2.7%	-1.5%
O=C(O)/C=C/C(=O)Nc1ccc(OCc2ccccc2)cc1	5.4%	x	2.6%	13.5%	u	3.8%	2.9	-2.5%	-13.8%	-2.7%	-4.1%
CC(=O)N1CN(C2CCS(=O)(=O)C2)Cc2c1sc1c2CCCC1 (stereo not given)	0.8%	-10.4%	-20.7%	-14.6%	0.1%	0.6%	-2.7	-0.9%	-2.6%	-1.2%	-10.5%
O=C(c1ccc2nccnc2c1)N1CCN(Cc2ccc3c(c2)OCO3)CC1	6.5%	-22.8%	6.3%	u	-0.1%	-10.8%	-87.3*	4.1%	16.0%	-1.2%	-11.0%
O=[N+]([O-])c1nn(-c2ccccc2)n(O)c1=NCc1ccc2c(c1)OCO2	-2.2%	24.2%	13.7%	u	u	u	-28.8	2.0%	u	5.0%	3.2%
COc1cccc(NC(=O)COc2ccc3c(c2)CCC3)c1	4.8%	-8.7%	27.6%	u	15.1µM*	-13.8%	15.7	0.9%	-5.6%	8.2%	-6.7%
CC(=O)Nc1ccc(NC(=O)C(C)OC(=O)CCCOc2ccc(Cl)c(C)c2)cc1 (stereo not given)	2.6%	x	-37.1%	-4.1%	4.7%	-23.9%	18.8	5.6%	-8.4%	1.6%	-4.5%
O=C(/C=C/c1ccc2c(c1)OCO2)N1CCOCC1	19.3%	0.4%	7.2%	u	16.9µM*	1.8%	5.4	25.6%	7.2%	-0.6%	-6.8%
Cc1cnc(=O)[nH]c1SCC(=O)Nc1nccs1	-0.6%	x	x	13.7%	-1.7%	x	9.7	-7.3%	x	-9.6%	x
c1csc(CNc2ncnc3nc[nH]c23)c1	1.3%	0.8%	u	2.4%	4.5%	-13.0%	4.6	-1.4%	-5.6%	9.9%	5.5%
C=CCn1cc(/C=C2/NC(=O)NC2=O)c2ccccc21	11.4%	x	-0.1%	u	0.1%	2.7%	-3.4	-3.2%	7.5%	-1.6%	-19.0%
COC(=O)c1cc2oc3ccccc3c2n1CC(=O)Nc1ccccc1OC	-3.8%	15.1%	4.1%	u	8.6%	7.5%	0.4	-2.3%	16.0%	-0.6%	8.4%
CCOC(=O)C1=NN(C(C)=O)C2(CC(=O)N(c3cc(C)cc(C)c3)C2=O)C1 (stereo not given)	-3.2%	-5.6%	-5.8%	-1.6%	1.4%	-5.2%	11.3	-2.6%	-10.3%	-5.8%	-0.3%
CC(C)COP(=O)(OCC(C)C)C(O)c1ccccc1F (stereo not given)	-2.6%	1.2%	-0.3%	-0.6%	-15.5%	-20.3%	6.5	-0.2%	12.2%	-0.8%	-4.1%
CC(C)N(C(=O)Cn1cc(SCC(=O)NCc2ccco2)c2ccccc21)C(C)C	-2.1%	-11.0%	13.5%	-17.3%	-0.4%	5.8%	-4.3	-1.1%	1.2%	-6.7%	-0.8%
Cc1oc(C(C)(C)C)cc1C(=O)N1CCCC1C(=O)O (stereo not given)	-5.5%	5.6%	1.2%	0.5%	5.3%	-7.7%	-6.6	-0.2%	9.9%	0.8%	-0.9%
O=S1(=O)C[C@@H](O)[C@@H](Nc2ccccc2)C1	-5.4%	x	0.2%	6.3%	-2.1%	-6.6%	-18.4	-0.6%	-5.0%	-3.4%	-4.3%
CC1(C)Cc2ccccc2C(=NC(Cc2ccccc2)C(=O)O)N1 (stereo not given)	-7.8%	0.6%	-20.6%[1.91 µM]	-14.1%	5.5%	-3.1%	1.4	-0.1%	-5.7%	3.4%	-1.0%
CC(OC(=O)c1ccccc1NS(=O)(=O)c1cccc(N)c1)C(=O)N(C)Cc1ccccc1 (stereo not given)	0.6%	3.1%	15.5%	u	0.8%	-13.1%	19.4	-3.4%	x	1.2%	-24.6%
CNC(=O)CSc1nnc(-c2cccc(S(=O)(=O)N3CCOCC3)c2)n1-c1ccc(F)cc1	4.0%	21.2%	20.3%	15.4%	-0.5%	-0.6%	8.6	0.7%	-6.3%	-3.1%	3.6%
Cc1cc(NC(=O)c2cnn3c(C(F)(F)F)cc(-c4ccccc4)nc23)no1	-4.0%	-2.1%	2.9%	7.31µM*	3.4%	-14.4%	1.0	-0.8%	16.2%	11.0%	3.55µM*
COCCCn1c(C(=O)NCCC2=CCCCC2)cc2c(=O)n3ccccc3nc21	-15.2%	x	-7.1%	6.3%	2.0%	-3.8%	-2.4	0.5%	11.0%	2.5%	x
COc1ccccc1N(CC(=O)NC(C)(C)C)C(=O)c1ccc(Cl)nc1	0.6%	-11.5%	-13.0%	7.0%	0.1%	2.6%	19.0	0.6%	-15.4%	3.6%	-27.2%

Bioassay records as filed in PubChem.
